ER stress rescue – rescue of cells from ER stress-induced death, primary screen, 384-well, CSM14.1, thapsigargin, ATP luminescence (AID 1222) | CSM14.1 thapsigargin-induced death rescue, ATP luminescence; higher % means a stronger effect | cellular ATP content (survival), % at 20 µM; hits with a dose series show EC50 in µM | 190,000 tested, under 10 active;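 active = EC50 below 50 µM in the dose-response confirmation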;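 note: death triggered by thapsigargin at about 15 µM added after 2 h compound pretreatment; cell ATP read after overnight thapsigargin exposure of roughly 18 to 22 hours; normalized against plate controls of thapsigargin alone and 5% DMSO vehicle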
Yfh1-off respiration – mitochondrial function rescue without frataxin homolog – Friedreich's ataxia, plus single-dose screen, dose response (AID 1465); S. cerevisiae Yfh1-off respiration, WST-1 reduction, 72 h; higher fold induction means a stronger effect; one-dose fold induction at 50 µM; EC50 in µM for titrated hits; actives 0.074% (n = 220,000);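 active = fold induction of absorbance versus untreated yeast above a set limit, then at least 30% activation at any dose in follow-up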;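 note: activators that raise dye reduction in frataxin-depleted yeast; strong numbers were not always called active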
M1AAP inhibition – P. falciparum M1AAP inhibitors, biochemical, fluorogenic H-Leu-NHMec substrate, 1536-well (AID 1445); recombinant M1AAP, H-Leu-NHMec fluorogenic kinetic assay; higher % means a stronger effect; inhibition, % at 30 µM, or IC50 in µM where a hit was titrated; actives 0.42% (n = 220,000);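 active = primary inhibition above the hit cutoff, then over 50% inhibition at one or more dose response concentrations, cut at about 23% in these data, passing the limit was not always enough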;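 note: plate controls were DMSO full reaction for no effect and no enzyme background for full effect; strong numbers were not always called active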
Lipid droplet – hepatic lipid droplet formation modulation; AML12 mouse hepatocytes, oleate lipid droplets, BODIPY imaging; inhibition, % at 6.5 µM; actives 0.4% (n = 240,000);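 active = lipid droplet intensity inhibited by at least 50%, with more than 500 cells counted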
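Assay system: AML12 mouse liver cells | Compound dosing: One dose, 6.5 µM compound | Read-out basis: Droplet intensity reduction, % inhibition | Measured by: Fluorescence imaging, 20x objective, two fields per well | Schedule: Overnight treatment with compound plus oleate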
M17LAP inhibition – P. falciparum M17LAP inhibitors, primary screen, biochemical, fluorogenic H-Leu-NHMec substrate, 1536-well (AID 1619); one-dose inhibition, % at 30 µM; IC50 in µM for titrated hits; actives 0.38% (n = 220,000); recombinant M17LAP, H-Leu-NHMec fluorogenic kinetic assay; higher % means a stronger effect;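 active = compound inhibiting the enzyme by more than half at any dose during confirmatory dose-response retesting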;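 note: plate controls were full reaction with DMSO carrier for no effect and no enzyme background for full effect; strong numbers were not always called active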
Ins promoter up – MIN6 insulin promoter up-regulation | AID 1625 | MIN6 insulin promoter-GFP reporter, high-content imaging; hits give high values | actives 0.3% (n = 190,000) | z-score at 5 µM;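 active = z-score above 3 at 5 µM with at least 500 cells counted in the well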
Dynein transport – dynein cargo transport inhibition; 3617.4 mouse cells, GR-EGFP nuclear translocation imaging; test concentration mostly 20 µM; stimulated with dexamethasone, 1 µM; hits give low values; z-score, hits read low; actives 0.47% (n = 220,000);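 active = plate z-score of nuclear minus cytoplasmic receptor signal below a set negative limit, without overly bright fluorescence or cell loss, cut at about -3.5 in these data, passing the limit was not always enough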;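 note: z-score of nuclear minus cytoplasmic ring GR-EGFP intensity difference per well; some compounds called inactive have numbers as strong as hits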
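Schedule: 48 h induction, then 1 h compound, then 30 min agonist, 37 °C. Buffer or medium: tetracycline-free induction medium containing charcoal-stripped FBS. Reagent: 1.0 µM final dexamethasone stimulus. Evaluation: nuclear versus cytoplasmic GR-EGFP signal, averaged per well. Signal: high-content fluorescence imaging after fixation.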
MT stabilizer – microtubule stabilization, imaging screen | HeLa tubulin immunostaining HCS, 24 h; share of cells brighter than vehicle mean+2SD | % tubulin-high responders, % at 10 µM | actives 0.83% (n = 200,000) | AID 2205;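 active = plate Z-score above 3 for both tubulin-high and condensed-nucleus cell shares, with cell loss under 80%, at 10 µM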;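 note: anti alpha tubulin signal scored within the nucleus-defined area of each cell; some results filed as inactive read as strong as hits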
Autophagy HCS – alters autophagy in cells | MEF GFP-LC3 puncta imaging; test concentration mostly 10 µM | calls only at 10 µM (by protocol) | actives 0.98% (n = 190,000);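 active = percentage of spot-positive cells more than 3 SD above its plate mean, without a fluorescence outlier flag or 80% toxicity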;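 note: spot-positive cell cutoff set from DMSO-treated cells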
Dynein transport cytoplasmic EGFP – further read-out of Dynein transport, marked with its call; z-score; measured here: cytoplasmic GR-EGFP intensity; hits give high values
Dynein transport nuclear GR-EGFP – recorded beside Dynein transport, whose call it bears; z-score; measured here: nuclear GR-EGFP intensity;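 lower value marks the stronger effect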
Dynein transport cell count – also measured in Dynein transport; calls as there; z-score; measured here: cell count per field
Ins promoter up cell count – further read-out of Ins promoter up, marked with its call; cell count; measured here: cytotoxicity, nuclei count;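 total cells summed across four imaged fields per well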
Lipid droplet cells 6.5 µM – recorded beside Lipid droplet, whose call it bears; cell count; measured here: cell count, cytotoxicity flag;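 cells counted across two imaged fields per well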
MT stabilizer Hoechst-high % – second read-out of MT stabilizer, no call of its own (marks repeat the call); % Hoechst-high responders; measured here: nuclear condensation Hoechst responders;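 share of cells brighter than vehicle mean plus two SD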
MT stabilizer cytotoxicity % – recorded beside MT stabilizer, whose call it bears; toxicity, %; measured here: cytotoxicity by cell density;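 0% = mean cell density of plate MIN control wells and 100% = no cells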
Autophagy HCS cell loss 18 h – second read-out of Autophagy HCS, no call of its own (marks repeat the call); toxicity, %; measured here: cell loss, nuclei count;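 cell loss after 18 h compound exposure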
Active calls of the source: *; i = inactive; x = not tested or not shown; + = active, no number.

SMILES | ER stress rescue | Yfh1-off respiration | M1AAP inhibition | Lipid droplet | Lipid droplet cells 6.5 µM | M17LAP inhibition | Ins promoter up | Ins promoter up cell count | Dynein transport | Dynein transport cytoplasmic EGFP | Dynein transport nuclear GR-EGFP | Dynein transport cell count | MT stabilizer | MT stabilizer Hoechst-high % | MT stabilizer cytotoxicity % | Autophagy HCS | Autophagy HCS cell loss 18 h
CCOC(=O)c1c(C(C)(C)C)oc2ccc(OCC#N)cc12 | 1.6% | i | 1% | x | x | 6% | 0.99 | 1359 | 0.074 | -0.15 | 0.08 | 0.22 | 1.4 | 2.0 | 13 | i | 5
N=c1ncn(CC(O)CO)c2nc(N3CCOCC3)[nH]c12 (centres undefined) | -0.8% | i | 2% | 9 | 738 | 12% | 0.58 | 883 | 0.62 | -0.22 | 0.34 | -0.2 | 2.1 | 1.9 | 4.5 | i | -9
CCC(C)[C@H](NC(=O)NCCCN1CCOCC1)C(=O)OC (some centres undefined) | 0.5% | i | -1% | x | x | -7% | 0.92 | 1395 | -0.14 | -0.16 | -0.061 | 0.13 | 1.8 | 1.5 | 7.7 | i | -5
COc1ccc(CCNC(=O)C2CCN(S(=O)(=O)N3CCC4(CC3)OCCO4)CC2)cc1OC | -3.8% | i | -1% | x | x | -14% | 0.37 | 1246 | -0.76 | -0.3 | 0.38 | 0.42 | 2.4 | 2.3 | 7.7 | i | 5
Fc1ccccc1C1CCN(Cc2nc(COc3ccccc3)no2)C1 (centres undefined) | -0.3% | i | 1% | 6 | 702 | -4% | 0.58 | 1325 | -0.46 | -0.2 | -0.13 | 0.14 | 5.0 | 2.1 | 6.6 | i | 9
Cc1cccc(NC(=S)NC(NC(=O)c2ccco2)C(Cl)(Cl)Cl)c1 (centres undefined) | 4.1% | i | 18% | 0 | 794 | -3% | 0.03 | 770 | 1.6 | -0.13 | 1.3 | -0.7 | 3.7 | 2.2 | 3.5 | i | -1
O=C(CSc1ccc(-c2ccccn2)nn1)NCc1ccc(Cl)cc1 | 3.0% | i | 1% | 0 | 739 | 5% | -1.4 | 1206 | 1.4 | -0.26 | 0.63 | 0.73 | 4.3 | 2.0 | 2.3 | i | 1
Cc1onc(-c2c(Cl)cccc2Cl)c1NC(=O)N(C)N | x | i | 7% | 1 | 683 | -2% | x | x | 0.17 | -0.24 | 0.68 | -0.74 | x | x | x | x | x
CCN(CC)S(=O)(=O)c1ccc(C(=O)NCCSc2c[nH]c3ccccc23)cc1 | -2.2% | i | 2% | 35 | 767 | 7% | -0.13 | 1106 | 2.6 | -0.089 | 3 | -1.7 | 4.4 | 2.8 | 1.4 | i | -42
COc1cccc(OC)c1C1=NC(C)(C)CO1 | x | i | 2% | 12 | 679 | 7% | -0.16 | 1170 | -0.89 | -0.29 | -0.48 | 1.2 | x | x | x | x | x
O=C(NCC(=O)N(Cc1cccs1)C(C(=O)NC1CCCCC1)c1ccncc1)c1ccco1 (centres undefined) | -1.1% | i | 8% | -2 | 711 | -7% | x | x | -1.3 | -0.23 | -0.86 | 0.67 | 3.2 | 2.2 | 8.0 | i | 1
Cc1ccccc1Cn1nc(C)c(NC(=O)c2cc(-c3ccco3)on2)c1C | -1.0% | i | 12% | -21 | 695 | 4% | -0.26 | 1192 | -0.51 | 0.44 | -0.2 | 0.74 | 2.0 | 2.7 | 8.4 | i | -38
COC(c1ccccc1)c1nnc(CCC(=O)NCCC(C)C)o1 (centres undefined) | -0.7% | i | 7% | -5 | 623 | -4% | -0.68 | 1394 | -0.32 | -0.15 | -0.23 | -1.2 | 2.0 | 3.0 | 2.7 | i | -3
CC(C)(C)C(=O)Nc1ccccc1C(=O)NCc1cccnc1 | x | i | 4% | 5 | 722 | 6% | 0.18 | 1163 | -0.6 | -0.27 | -0.29 | 0.51 | x | x | x | x | x
CCOC(=O)C1C(=O)CC(C)(O)C(C(=O)OCC)C1c1cccc(OC)c1 (centres undefined) | 0.6% | i | -1% | x | x | 4% | -0.35 | 1146 | -0.19 | -0.21 | 0.11 | 0.49 | 5.2 | 2.4 | 4.2 | i | 1

Complete entries from above.
Record of `Cc1onc(-c2c(Cl)cccc2Cl)c1NC(=O)N(C)N` = ER stress rescue = x; Yfh1-off respiration = i; M1AAP inhibition = 7%; Lipid droplet = 1; Lipid droplet cells 6.5 µM = 683; M17LAP inhibition = -2%; Ins promoter up = x; Ins promoter up cell count = x; Dynein transport = 0.17; Dynein transport cytoplasmic EGFP = -0.24; Dynein transport nuclear GR-EGFP = 0.68; Dynein transport cell count = -0.74; MT stabilizer = x; MT stabilizer Hoechst-high % = x; MT stabilizer cytotoxicity % = x; Autophagy HCS = x; Autophagy HCS cell loss 18 h = x
Record of `Cc1cccc(NC(=S)NC(NC(=O)c2ccco2)C(Cl)(Cl)Cl)c1` (centres undefined) = ER stress rescue = 4.1%; Yfh1-off respiration = i; M1AAP inhibition = 18%; Lipid droplet = 0; Lipid droplet cells 6.5 µM = 794; M17LAP inhibition = -3%; Ins promoter up = 0.03; Ins promoter up cell count = 770; Dynein transport = 1.6; Dynein transport cytoplasmic EGFP = -0.13; Dynein transport nuclear GR-EGFP = 1.3; Dynein transport cell count = -0.7; MT stabilizer = 3.7; MT stabilizer Hoechst-high % = 2.2; MT stabilizer cytotoxicity % = 3.5; Autophagy HCS = i; Autophagy HCS cell loss 18 h = -1

Going on with the list:
SMILES | ER stress rescue | Yfh1-off respiration | M1AAP inhibition | Lipid droplet | Lipid droplet cells 6.5 µM | M17LAP inhibition | Ins promoter up | Ins promoter up cell count | Dynein transport | Dynein transport cytoplasmic EGFP | Dynein transport nuclear GR-EGFP | Dynein transport cell count | MT stabilizer | MT stabilizer Hoechst-high % | MT stabilizer cytotoxicity % | Autophagy HCS | Autophagy HCS cell loss 18 h
Cn1c(NCc2ccco2)nc2c1c(=O)n(Cc1ccc(Cl)cc1Cl)c(=O)n2C | -2.1% | i | 9% | -31 | 666 | -4% | 0.34 | 1363 | 0.12 | -0.098 | 0.15 | 0.49 | 2.0 | 1.6 | 0.1 | i | -3
CCCc1cc(C(=O)Nc2sc(C)c(CC)c2C#N)no1 | -1.7% | x | 2% | -2 | 570 | 3% | 1.2 | 1874 | 0.14 | -0.15 | 0.19 | -0.21 | 3.3 | 2.7 | 8.8 | i | 14
c1ccc(-n2c(-c3ccncc3)nnc2-c2ccco2)cc1 | 6.6% | i | -11% | x | x | -3% | x | x | -0.57 | -0.19 | -0.23 | 1.2 | 1.0 | 1.4 | 4.6 | i | 7
O=C(COc1nc2ccccc2nc1N1CCOCC1)Nc1ccc(S(=O)(=O)N2CCCC2)cc1 | -2.8% | i | 4% | -4 | 675 | -7% | -0.18 | 1198 | -0.31 | -0.22 | -0.083 | 1.1 | 2.3 | 1.3 | 4.1 | i | 3
Cc1[nH]c2ccccc2c1/C=N/Nc1ccc([N+](=O)[O-])cc1 | 0.2% | i | 13% | 4 | 617 | -2% | x | x | -3.9 | 12 | -0.24 | 0.8 | 5.3 | 3.4 | 1.6 | + | 14*
Nc1nc2ncc(-c3ccsc3)c(N)n2n1 | x | i | 5% | 2 | 716 | 4% | -0.63 | 1220 | -0.55 | -0.038 | -0.26 | 0.42 | 2.7 | 2.1 | 2.3 | i | 12
CC(C)C1Nc2ccc(S(=O)(=O)N3CCOCC3)cc2NC1=O (centres undefined) | -1.3% | i | -1% | 0 | 690 | 2% | 1.1 | 1191 | -0.75 | -0.25 | -0.76 | 1.5 | 3.4 | 3.1 | 5.6 | i | -11
C=CCNC(=O)/C(C#N)=C/c1c(N(Cc2ccccc2)Cc2ccccc2)nc2ccccn2c1=O | 0.9% | i | 7% | -30 | 624 | -5% | -0.21 | 1317 | 1.4 | -0.2 | 0.89 | -1.9 | 3.5 | 3.5 | 9.6 | i | 4
O=C(Cc1n[nH]c(=O)c2ccccc12)Nc1cccc(S(=O)(=O)N2CCCC2)c1 | x | i | 5% | 22 | 670 | 8% | 1.2 | 1076 | 0.97 | -0.17 | 0.53 | -0.73 | x | x | x | x | x
CCOCC(=O)Nc1nnc(C2CCCCC2)s1 | -2.6% | i | 1% | 0 | 624 | 9% | 0.03 | 1820 | 1.7 | 0.23 | 1.6 | -2.8 | 5.3 | 2.5 | 3.1 | i | -8
O=S(=O)(O)c1nc2ccccc2n1Cc1ccccc1 | -0.5% | x | 5% | x | x | -280% | 0.56 | 1460 | -0.63 | -0.13 | -0.06 | -0.071 | 2.9 | 2.0 | 3.9 | i | -11
O=S(=O)(Nc1cccc(C(F)(F)F)c1)c1cnc[nH]1 | 0.4% | i | 4% | 15 | 760 | 18% | 0.38 | 1198 | -1.6 | -0.22 | -0.46 | 0.73 | 6.2 | 1.7 | 5.3 | i | -8
COc1cc2sc(C)nc2cc1C | -0.2% | i | 3% | -3 | 657 | 4% | -0.05 | 1221 | -0.15 | -0.33 | 0.23 | 0.7 | 4.2 | 2.8 | 11 | i | 10
COc1cc(CN(C(=S)NCC(=O)NC2CC2)C2CCCC2)cc(OC)c1OC | 2.8% | i | -1% | 2 | 585 | -1% | -0.5 | 1455 | -0.63 | -0.28 | -0.61 | 1.2 | 2.6 | 3.4 | 7.8 | i | 2
Cc1ccc(CN2CCN(C/C(Cl)=C/c3ccccc3)CC2CCO)o1 (centres undefined) | -0.2% | i | 2% | 1 | 738 | -3% | 0.01 | 1479 | 0.4 | -0.38 | -0.00019 | -0.33 | 3.5 | 1.9 | 6.7 | i | -3
Cc1ccccc1OCC(=O)Nc1ccc2c(c1)OCO2 | -1.1% | x | 6% | x | x | -2% | -0.27 | 1526 | -0.19 | -0.19 | 0.33 | -0.49 | 5.4 | 2.7 | 8.0 | i | 10

From PubChem BioAssay
